Screens (PubChem)
TbPYK inhibitor = T. brucei pyruvate kinase inhibition; TbPYK enzyme, Kinase-Glo Plus ATP luminescence, 45 min; Potency, µM (doses to about 76.8 µM), for inactives: at the highest dose activity, negative = inhibition, hits mostly inhibitors; AID 624173; Q57TT1; 0.12% of 410,000 active; also: potency is read from the fitted curve at half-maximal effect; nearly all actives have a fitted effect of over 50% in size
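In this concentration-response screen, enzyme-free wells defined baseline while DMSO plates tracked drift. Each reaction combined TbPYK, substrate, compound and 130 uM ADP for 45 min at room temperature. Kinase-Glo Plus luminescence gave the signal.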
HCMV inh = blocks human cytomegalovirus replication; HFF cells, HCMV-luciferase reporter, 72 h; stronger effect = lower value; activity change, negative = inhibition, % at 57.5 µM; 4.5% of 410,000 active; AID 1259415; in the data active = activity change below about -60%; inconclusive = no clear call, values can overlap the other calls; inactive = above about -39%
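Inhibition of viral replication was scored as loss of reporter luminescence in HFFs infected with HCMV-luciferase (MOI 1 PFU/cell) for 72 h; compounds tested at 2 doses, normalized to buffer and Salinomycin controls.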
AmpC detergent = AmpC beta-lactamase inhibition with detergent present; AmpC hydrolysis of nitrocefin, absorbance 480 nm, 0.01% Triton; Potency, µM (titrated, usually from 114 µM), for the others: at the top dose activity change, negative = inhibition, usual class: inhibitors; 0.041% of 370,000 active;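 also: potency is read from the fitted curve at half-maximal effect; 0% = no-compound wells and -100% = no-enzyme wells; nearly all actives have a fitted effect of over 25% in size; some results filed as inactive show a strong effect at the top dose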
Target sequence (P00811 whole entry, looked up): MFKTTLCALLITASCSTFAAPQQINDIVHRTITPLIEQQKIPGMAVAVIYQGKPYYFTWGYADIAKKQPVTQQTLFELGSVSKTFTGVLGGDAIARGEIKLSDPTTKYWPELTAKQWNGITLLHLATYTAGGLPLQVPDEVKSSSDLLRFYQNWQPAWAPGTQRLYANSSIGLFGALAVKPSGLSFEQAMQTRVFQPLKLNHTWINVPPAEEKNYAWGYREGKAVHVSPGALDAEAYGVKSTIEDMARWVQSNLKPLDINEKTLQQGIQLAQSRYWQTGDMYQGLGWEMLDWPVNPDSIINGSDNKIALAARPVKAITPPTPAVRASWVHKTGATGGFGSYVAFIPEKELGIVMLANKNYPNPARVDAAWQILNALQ
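20 mM phosphate pH 7.0 + 0.01% (detergent screen) or 0.0001% Triton X-100; 5.3 nM AmpC reagent; cpd preinc 15 min RT; nitrocefin (800 uM stock) to start; A480 q20 s × 4 min; Activity was normalised to no-enzyme and no-compound control wells.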
AMA1 RON2 block = AMA1-RON2 (P. falciparum) interaction inhibition; AlphaScreen AMA1-biotinylated RON2 peptide binding; Potency, µM (doses to about 58.2 µM), inactives show at the top dose activity change, negative = inhibition, usual class: inhibitors; 0.2% of 360,000 active; AID 720542;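 also: potency is read from the fitted curve at half-maximal effect; 0% = vehicle wells and -100% = peptide control; nearly all actives have a fitted effect of over 45% in size; some results filed as inactive show a strong effect at the top dose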
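AMA1 (3D7) with his tag at 25 nM final met compounds first, then biotinylated RON2 peptide at 25 nM; detection used donor plus acceptor beads, 10 µg/mL apiece, read by AlphaScreen after 30 min at room temperature.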
AmpC no deterg = blocks E. coli AmpC beta-lactamase in detergent-free assay; P00811; AmpC nitrocefin hydrolysis, absorbance 480 nm, 0.0001% Triton; Potency, µM (series often up to 57.1 µM), without a hit: at the highest dose activity change, negative = inhibition, usual class: inhibitors; 0.52% of 330,000 active; AID 485341;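 also: potency is read from the fitted curve at half-maximal effect; plate controls were no compound for no effect and no enzyme for full effect; nearly all actives have a fitted effect of over 20% in size; some results filed as inactive show a strong effect at the top dose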
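AmpC (5.3 nM in the dispensed reagent) in 20 mM phosphate pH 7.0 with 0.01% (detergent screen) or 0.0001% Triton X-100 was preincubated with compounds for 15 min at room temperature. Nitrocefin was then added from an 800 uM solution, and hydrolysis was followed at 480 nm.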
HCV inh = blocks hepatitis C virus. Huh7.5.1 HCVcc-Cre infection, luciferase reporter, 44 h. Potency, µM (doses to about 41.8 µM), for the others: at the highest dose activity change, negative = inhibition, most hits filed as inhibitors. 3.4% of 340,000 active. AID 651820; also: potency is read from the fitted curve at half-maximal effect
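Compounds are dispensed onto cells plated 4 h earlier at 1,000 per well, with HCVcc-Cre virus (about 0.5 moi) added next. Following 44 h of culture, luminescent signal is measured for 15 sec after 15 min with substrate at room temperature.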
LmPK inh = LmPK (Leishmania mexicana) enzyme inhibition | Q27686 | purified LmPK, Kinase-Glo ATP luminescence, 1 h | Potency, µM (doses to about 57.5 µM), for the others: at the highest dose activity change, negative = inhibition, actives largely listed as inhibitors | 0.37% of 290,000 active | AID 1721; also: potency is read from the fitted curve at half-maximal effect
Target sequence (Q27686 whole entry, looked up): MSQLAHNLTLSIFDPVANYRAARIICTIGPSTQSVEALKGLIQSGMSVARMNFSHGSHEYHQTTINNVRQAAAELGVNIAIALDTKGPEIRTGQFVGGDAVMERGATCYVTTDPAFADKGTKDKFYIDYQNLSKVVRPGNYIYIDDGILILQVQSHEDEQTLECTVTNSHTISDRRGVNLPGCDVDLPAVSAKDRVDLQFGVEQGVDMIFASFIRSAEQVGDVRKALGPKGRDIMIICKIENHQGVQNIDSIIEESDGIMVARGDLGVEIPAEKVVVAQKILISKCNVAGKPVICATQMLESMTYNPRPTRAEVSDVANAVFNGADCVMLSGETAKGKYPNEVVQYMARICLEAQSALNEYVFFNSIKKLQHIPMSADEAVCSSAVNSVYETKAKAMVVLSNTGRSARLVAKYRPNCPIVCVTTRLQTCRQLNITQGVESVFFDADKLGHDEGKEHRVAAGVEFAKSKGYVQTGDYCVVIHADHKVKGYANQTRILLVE
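Kinase-Glo luminescence read after 1 h RT reaction of 0.1 nM LmPK with 0.5 mM PEP and 0.1 mM ADP. Activity scaled between uninhibited and enzyme-free controls.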
Starred values were filed as active, the others as inactive; ? = inconclusive; nt = no result given; & = joins results of further samples; [ ] = remark or other dose. Unless noted, calls follow the shape of the dose curve; as a rule, active = well fitted curve in the direction sought with a large enough effect; inconclusive = small, poorly fitted or top-dose-only effect, or another doubt; inactive = no such curve, though single readings can be large; an effect the other way counts as inactive or inconclusive. Unless noted, % is scaled to controls: 0 for no effect and ±100 for the full control effect.

(1) CC1CN(Cc2ccccc2)c2nc3c(c(=O)[nH]c(=O)n3C)n2C1 (stereo not drawn)
(2) COc1ccc(CNC(=O)CN2C(=O)NC3(CCCCCC3)C2=O)cc1
(3) CC1=CC(C)(C)N(C(=O)CN2C(=O)CCC2=O)c2ccccc21
(4) c1cnc2c(c1)ccc1ncccc12
(5) CC(/C=C/c1ccccc1)=N/NC(=O)CNC(=O)c1ccc2c(c1)OCO2
(6) O=C1OC2(c3ccccc31)c1ccccc1-c1ccccc12
(7) COc1ccc(C(O)c2nc(-c3cccc(C(F)(F)F)c3)cs2)cc1 (stereo not drawn)
(8) COC(=O)CCC(=O)N(C)CC1CCCN(CCc2cccc(C(F)(F)F)c2)C1 (stereo not drawn)
entry no. | 1 | 2 | 3 | 4 | 5 | 6 | 7 | 8
TbPYK inhibitor | 3% | -1% | 13% | -4% | -13% | -9% | -14% | -6%
HCMV inh | 25 | -10 | -17 | 0 | ? | 2 | ? | 28
AmpC detergent | 1% | nt | -3% | -2% | ? | nt | nt | -13%
AMA1 RON2 block | 2% | 5% | 4% | -1% | -1% | -5% | -7% | 1%
AmpC no deterg | 3% | -5% | 30% | -15% | -17% | nt | nt | 8%
HCV inh | 6% | 9% | 11% | 8% | -4% | ? | nt | -5%
LmPK inh | 1% | nt | 0% | -5% | 5% | nt | nt | 0%

The last 4 compounds of the section above open the next one:
(5) CC(/C=C/c1ccccc1)=N/NC(=O)CNC(=O)c1ccc2c(c1)OCO2
(6) O=C1OC2(c3ccccc31)c1ccccc1-c1ccccc12
(7) COc1ccc(C(O)c2nc(-c3cccc(C(F)(F)F)c3)cs2)cc1 (stereo not drawn)
(8) COC(=O)CCC(=O)N(C)CC1CCCN(CCc2cccc(C(F)(F)F)c2)C1 (stereo not drawn)
(9) COC(=O)c1ccc(S(=O)(=O)NCc2ccco2)o1
(10) Cc1ccccc1Nc1c(-c2ccc(N3CCOCC3)cc2)nc2ccc(Cl)cn12
(11) CCc1c(C)nc2ncnn2c1Nc1ccc(C)cc1
(12) CNCCC=C1c2ccccc2CCc2ccccc21
(13) O=C(CN(CCO)c1ccccc1)NC12CC3CC(CC(C3)C1)C2
(14) Cc1nc2c(n1C1CCCCC1)C(=O)c1ccccc1C2=O
(15) CCOc1ccc(C/C(N)=N/n2cnnc2)cc1
(16) CCc1nc2c(OCc3ccccc3C)cccn2c1N(C)C(=O)c1ccc(C)cc1
entry no. | 5 | 6 | 7 | 8 | 9 | 10 | 11 | 12 | 13 | 14 | 15 | 16
TbPYK inhibitor | -13% | -9% | -14% | -6% | -1% | -6% | -3% | 3%&1% | 2% | 1% | -8% | 5%
HCMV inh | ? | 2 | ? | 28 | ? | 71 | 8 | -2 | 24 | -21 | -28 | -9
AmpC detergent | ? | nt | nt | -13% | 3% | 11% | 1% | ? | 1% | -10% | ? | nt
AMA1 RON2 block | -1% | -5% | -7% | 1% | -4% | nt | -3% | -2% | -23% | -6% | 4% | -11%
AmpC no deterg | -17% | nt | nt | 8% | -12% | nt | -6% | 25% | 46% | -5% | -7% | nt
HCV inh | -4% | ? | nt | -5% | 22% | nt | 2% | 2%[8.37 µM] | -13% | -12% | -7% | nt
LmPK inh | 5% | nt | nt | 0% | 9% | nt | 2% | 1% | -1% | 7% | -3% | nt

A different layout for 2 compounds above.
Second line of a record: TbPYK inhibitor	HCMV inh	AmpC detergent	AMA1 RON2 block	AmpC no deterg	HCV inh	LmPK inh
12. CNCCC=C1c2ccccc2CCc2ccccc21
  3%&1%	-2	?	-2%	25%	2%[8.37 µM]	1%
13. O=C(CN(CCO)c1ccccc1)NC12CC3CC(CC(C3)C1)C2
  2%	24	1%	-23%	46%	-13%	-1%

New compounds follow.
(17) CCSc1ccccc1C(=O)NCc1cccnc1
(18) COc1ccc(NC(=O)c2ccc(NC(=O)CN3CCN(c4ccccc4OC)CC3)cc2)cc1
(19) CN(C)CCNC(=O)C(=O)C1C(=O)Nc2ccccc21 (stereo not drawn)
(20) C=CCNc1nc(-c2cccc(OC)c2O)nc2ccccc12
(21) CCOC(=O)c1c(-c2ccc(-c3ccccc3)cc2)csc1NC(=O)CCN1CCOCC1
(22) COc1ccc(N2CCN(C(CNS(=O)(=O)c3cccs3)c3cccnc3)CC2)cc1 (stereo not drawn)
(23) CCN1C(=O)c2ccccc2S(=O)c2ccc(C(=O)N3CCN(c4ccccc4)CC3)cc21 (stereo not drawn)
(24) O=C(Cc1ccc(Cl)cc1)NCC(c1cccs1)S(=O)(=O)c1ccc(Cl)cc1 (stereo not drawn)
entry no. | 17 | 18 | 19 | 20 | 21 | 22 | 23 | 24
TbPYK inhibitor | 3% | -2% | nt | -3% | -5% | 6% | -2% | 1%
HCMV inh | -18 | ? | 29 | 11 | -25 | nt | 23 | -8
AmpC detergent | -1% | nt | ? | -16% | -1% | 2% | ? | 15%
AMA1 RON2 block | -2% | 4% | nt | -11% | -7%[11.6 µM] | -7% | nt | nt
AmpC no deterg | -13% | nt | -5% | -27% | 71%[activator] | 21% | nt | nt
HCV inh | 20% | nt | nt | 16µM* | ? | ? | nt | nt
LmPK inh | -2% | nt | -4% | 2% | -1% | 14% | nt | nt

(25) CC(=O)c1c(C)[nH]c(C(=O)OC(C)C(=O)Nc2cc(S(=O)(=O)N3CCCCC3)ccc2Cl)c1C (stereo not drawn)
(26) CN1CCCC1CCNS(=O)(=O)c1ccc(Br)cc1 (stereo not drawn)
(27) CC(C)CCN=CC1=C(O)CC(c2ccccc2)CC1=O (stereo not drawn)
(28) COc1ccc(O)c(C2=Nc3ccccc3N=C(c3ccco3)C2)c1
(29) C(=N\Nc1nc(-c2ccccc2)cs1)/c1cccs1
(30) CC(NC(=O)C1CCCCC1)c1ccc2c(c1)OCCO2 (stereo not drawn)
(31) COc1ccc(Cc2noc(CN3CCNC(=O)CC3)n2)cc1OC
(32) CCn1c(C)c(C)c2cc(C(=O)Nc3cccc(Cl)c3)ccc21
entry no. | 25 | 26 | 27 | 28 | 29 | 30 | 31 | 32
TbPYK inhibitor | -6% | -5% | 0% | -1% | -15% | 2% | 4% | -3%
HCMV inh | -35 | -16 | ? | -12 | 103 | -5 | -6 | 22
AmpC detergent | -10% | 1% | -3% | -2% | 2% | 4% | -4% | -11%
AMA1 RON2 block | 4% | 2% | 10% | -4% | 72%[activator] | -9% | 10% | -12%
AmpC no deterg | 7.9µM* | -19% | 1% | -25% | -16% | -19% | 1% | -45%
HCV inh | ? | 10µM* | 11% | -9% | 10µM* | 2% | 3% | 2µM*
LmPK inh | 6% | 9% | -13% | 1% | -2% | -2% | -2% | 0%

(33) NC(=O)c1ccc(NC(=O)COC(=O)c2ccc(Cl)nc2)cc1
(34) Cc1ccc(S(=O)(=O)CCC(=O)NCc2ccccc2)cc1
(35) CCOc1ccccc1NC(=O)COC(=O)c1cccc(-c2ccc(OC(C)=O)cc2)c1
(36) O=C(CC1C(=O)NCCN1C(=O)c1ccc(F)cc1)OCc1ccccc1 (stereo not drawn)
(37) COc1ccc(CCNS(=O)(=O)c2cccs2)cc1
(38) CC1CN(C(=S)SCCN2Cc3ccccc3C2=O)CC(C)O1 (stereo not drawn)
(39) COc1ccc(CNC(=O)CN2CCC(C(=O)c3ccc(OC)cc3)CC2)cc1
(40) CC1CC(C)(C)CC2(C1)NC(=O)N(CC(=O)N(C)Cc1nc3ccccc3c(=O)[nH]1)C2=O (stereo not drawn)
entry no. | 33 | 34 | 35 | 36 | 37 | 38 | 39 | 40
TbPYK inhibitor | 2% | -1% | -13% | 1% | 1% | 6% | 1% | 6%
HCMV inh | -14 | -11 | 24 | -16 | -7 | -29 | -78* | -2
AmpC detergent | -26% | -8% | 5% | 5% | ? | -10% | -12% | 3%
AMA1 RON2 block | 7% | 21% | -7% | 3% | 10% | -3% | -11% | 49%[activator]
AmpC no deterg | -22% | -12% | -27% | -4% | -38% | -2% | 36% | 36%
HCV inh | 7% | 1% | -48% | 16% | -8% | -1% | 13µM* | 1%
LmPK inh | nt | -6% | -3% | -15% | -1% | 3% | 3% | nt

(41) O=C(c1ccccc1)c1ccc(C(=O)N2CCN(c3ccccc3O)CC2)cc1
(42) O=C(NCc1cccnc1)c1cccc(S(=O)(=O)Nc2cccc(Cl)c2)c1
(43) Cc1cc2c(=O)n(C)c(SCC(=O)Nc3cccc(F)c3)nc2s1
(44) CS(=O)(=O)Nc1ccc(C(=O)NCCSC2CCCCC2)cc1
(45) CC(=C1C(=O)c2ccccc2C1=O)N1CCN(c2ccccn2)CC1
(46) CC(C)(C)C1CCc2c(sc(NC(=O)Cn3nnc(-c4ccccc4F)n3)c2C#N)C1 (stereo not drawn)
(47) CCCCSc1ncc(C(=O)OCC)c(N)n1
(48) O=C1CC(c2cccc(Cl)c2)CC(O)=C1C=NCCCO (stereo not drawn)
entry no. | 41 | 42 | 43 | 44 | 45 | 46 | 47 | 48
TbPYK inhibitor | 0% | 8% | 1% | 4% | -15% | 2% | -29% | 10%
HCMV inh | -65* | -36 | -38 | 34 | 70 | 1 | 131 | 44
AmpC detergent | nt | -2% | 0% | -3% | 0% | -9% | 4% | 1%
AMA1 RON2 block | -1% | 3% | 1% | -19% | 43%[activator] | nt | -8% | 0%
AmpC no deterg | nt | -24% | -30% | -34% | -19% | nt | -23% | -4%
HCV inh | nt | -9% | ? | 8% | 8% | nt | ? | 11%
LmPK inh | nt | nt | 8% | 0% | 3% | nt | -8% | -4%

(49) COC(=O)Cc1ccc(NC(=S)NC(C)(C)C)cc1
(50) O=C(O)c1cccc2sc3cc(Cl)ccc3c(=O)c12
(51) Cc1nn(-c2cccc(Cl)c2)c(Cl)c1/C=N/NC(=O)c1cccnc1
(52) Cc1cc(C)c(NC(=O)CSc2nc(C)cc(C)c2C#N)c(C)c1
(53) COc1ccc(C(=O)c2cc3c(cc2[N+](=O)[O-])OCCO3)cc1
entry no. | 49 | 50 | 51 | 52 | 53
TbPYK inhibitor | -3% | 0% | 6% | 0% | -7%
HCMV inh | 58 | -6 | -27 | -6 | -11
AmpC detergent | -4% | -2% | 2% | 2% | 2%
AMA1 RON2 block | -21% | -3% | 0% | nt | 25%
AmpC no deterg | -8%[2.29 µM] | -20% | 30% | nt | -17%
HCV inh | -16% | 15% | ? | nt | ?
LmPK inh | 4% | nt | 1% | nt | 7%
